Source: PubChem
Growth percent in the NCI-60 one-dose screen (48 h, 10 µM unless noted): 100 = growth as untreated, 0 = no growth, -100 = all killed.
RXF 393: RXF 393 renal cancer cells | actives 6.9% (n = 77,000)
ACHN: ACHN renal cancer; actives 4.9% (n = 81,000)
786-0: 786-0 renal cancer cells; actives 5.1% (n = 81,000)
IGROV1: IGROV1 ovarian cancer | AID 1794786 | actives 4.7% (n = 79,000)
SK-OV-3: SK-OV-3 ovarian cancer cells | actives 3.2% (n = 80,000) | AID 1794785
TK-10: TK-10 renal cancer cells; actives 3.9% (n = 81,000); AID 1794769
UO-31: UO-31 renal cancer; actives 5.2% (n = 81,000)
SN12C: SN12C renal cancer cells; actives 3.8% (n = 81,000)
Numbers without * were called inactive; x = no result given; & = joins results of further samples; [ ] = another dose, or the depositor's remark. The calls were made as follows: active = growth percent below 10; inactive = the rest.

SMILES	RXF 393	ACHN	786-0	IGROV1	SK-OV-3	TK-10	UO-31	SN12C
CC(C)(CO)NC(=O)c1ccc(C(C)(C)C)cc1	103	101	93	108	104	108	92	96
COc1ccc(-c2c3c(cn2Cc2ccccc2OC)-c2oncc2CCC3)cc1	103	100	101	98	100	107	80	100
CC(=O)Nc1ccc(C)c([N+](=O)[O-])c1	106	90&111	99&88	114&111	101&99	106&112	72&84	100&113
Clc1cccc(-c2ccc(OCCCN3CCN(c4ccncc4)CC3)cc2)c1	-67*	49	-79*	50	30	42	30	x
CCN1CC(CCN2CCOCC2)C(C(c2ccccc2)c2ccccc2)C1=O (centres undefined)	107	107	114	127	115	114	86	98
O=c1[nH]c2cc(Cl)ccc2nc1C1=C(O)c2ccccc2C1	114	101	110	105	95	112	68	101
CSCC[C@@H]1NC(=O)Nc2nc3ccccn3c2C1=O	103	106	99	108	96	99	82	101
N#C/C(=C/c1ccc([N+](=O)[O-])cc1)c1nnc(NC(=O)c2ccc(-n3c(=O)[nH]c4ccccc4c3=O)cc2)s1	88	96	104	99	104	108	76	94
O=C1CC2CC=CCN2C=C1NC(=O)C1CCCCC1 (centres undefined)	107	99	102	106	86	109	86	105
COc1ccc(SSc2ccc(OC)cc2)cc1	95	97	111	105	81	96	87	104
NC(=O)C1(Nc2ccc(-c3ccc(Br)cc3)cc2)CCCC1	94	85	79	79	95	92	59	77
Cc1cc2c3ccc(C)[n+](C)c3ccc2n1C	62	79	53	55	36	66	27	22
COc1cc(NC(=O)CN2CCN(c3cc4c(cc3F)c(=O)c(C(=O)O)cn4C3CC3)CC2)cc(OC)c1OC	120	105	85	130	94	89	107	97
OC(CNCC1CCCO1)Cn1c2ccc(Cl)cc2c2cc(Cl)ccc21 (centres undefined)	64	32	76	61	75	68	37	74
N#Cc1nn(-c2ccccc2)nc1N1CCCCC1	117	105	104	98	109	118	97	106
O=C(CCSc1nnc2n(Cc3ccccc3)c(=O)c3c4c(sc3n12)CCCC4)N1CCOCC1	103	97	99	94	100	96	73	101
CCN1CCN(C(=O)[C@]23CCC(C)(C)C[C@@H]2C2=CC[C@@H]4[C@@]5(C)C/C(=C/c6ccncc6)C(=O)C(C)(C)[C@@H]5CC[C@@]4(C)[C@]2(C)CC3)CC1	-93*	3.3*	-74*	-9.6*	16	32	-93*	-70*
O=C(CCN1CCC2CCC(C2)C1)c1ccccc1 (centres undefined)	110&121	105&98	101&97	110&111	110&103	98&106	84&86	107&99
CN(/N=C\c1ccc([N+](=O)[O-])cc1)c1ccccn1	104	101	92	114	109	96	89	94
COc1ccc(-c2nc3ccccc3c(=O)n2Cc2ccco2)cc1COc1ccc(NC(C)=O)cc1	75[3 µM]	60[3 µM]	69[3 µM]	59[3 µM]	78[3 µM]	73[3 µM]	73[3 µM]	97[3 µM]
OC(c1ccccc1)C(NCCNCc1ccccc1)c1ccccc1 (centres undefined)	108	101	99	97	101	102	75	102
CC(=O)C1CCC2C3CC=C4N(C)C(=O)CCC4(C)C3CCC12C (centres undefined)	122	104	104	113	113	102	83	106
O=C(Nc1ccc(OCc2nnc(-c3ccc(Cl)cc3)o2)c(F)c1)c1cccc(C(F)(F)F)c1	61	76	72	70	61	83	83	68
NC(=O)c1c(NC(=O)COC(=O)C2COc3ccccc3O2)sc2c1CCCC2 (centres undefined)	147	106	103	22	117	106	93	103
Cn1ccnc1C(=O)/C=C/c1ccc(CC(=O)Nc2c(F)c(F)c(F)c(F)c2F)cc1	31	87	37	70	101	87	62	65
SMILES	RXF 393	ACHN	786-0	IGROV1	SK-OV-3	TK-10	UO-31	SN12C
CCOC(=O)c1c[nH]c2cc([N+](=O)[O-])ccc2c1=O	109	110	108	88	107	121	91	104
CC1=CC(=O)[C@]2(OC3O[C@@H](C)[C@H](O)[C@@H](O)[C@H]3O)C=CO[C@@H](O[C@@H]3O[C@H](CO)[C@@H](O)[C@H](O)[C@H]3O)[C@H]12 (some centres undefined)	116	112	101	102	90	101	90	103
NCCCCCNc1cc(O)cc2cccnc12	128	100	116	98	108	134	70	98
CCOC(=O)c1ccc(N=Cc2sc(=O)[nH]c2O)cc1	102	90	98	87	92	98	83	95
O=C1NC(=O)C2(CCC(C3CCCCC3)CC2)N1 (centres undefined)	101	101	98	106	105	104	88	99
C=CCc1ccccc1OC	110	104	105	111	116	110	103	103
O=C1NC(=O)/C(=C/c2ccc(C3Oc4ccccc4C4CC(c5ccc(Cl)cc5)=NN43)cc2)S1 (centres undefined)	109	92	96	77	104	104	63	94
Cc1ccc(Nc2n[nH]c(-c3cccs3)c2C#N)cc1	87	83	97	68	102	121	65	91
CCOc1ccc(/C=N\N=C\c2ccc(OCC)cc2)cc1	85	9.4*	105	79	101	87	79	80
COc1cc(-c2nn(C(C)(C)C)cc2-c2ccnc(NCCCNS(=O)(=O)c3cccc4ccccc34)n2)ccc1F	73	84	86	88	101	110	72	91
O=S(=O)(c1ccc(F)cc1)N(CCCCCN(S(=O)(=O)c1ccc(F)cc1)S(=O)(=O)c1ccc(F)cc1)S(=O)(=O)c1ccc(F)cc1	100	102	103	107	85	101	84	98
Brc1ccc2[nH]cc(-c3nc(-c4c[nH]c5ncccc45)cs3)c2c1	22	16	10	23	55	30	19	50
COc1ccc2oc(=O)cc(Cn3cnc4c(NCc5ccco5)ncnc43)c2c1	112	106	96	113	105	90	81	107
O=C(O)C1CCN(c2ncc(-c3ccc4c(c3)OCCCO4)s2)CC1	106	98	103	94	106	99	69	99
Cc1cc(C2=NNC(=O)Cc3cc4c(cc32)OCCO4)cc(C)c1N	38	49	33	45	20	61	40	44
CC1C(c2ccccc2)OCCN1C(=S)Nc1ccc(S(=O)(=O)N2CCCCC2)cc1 (centres undefined)	96	96	109	106	110	116	95	96
CC1[C@H]2[C@H](C[C@H]3[C@@H]4CC=C5c6sc(Nc7cc(Cl)ccn7)nc6CC[C@]5(C)[C@H]4CC[C@@]32C)O[C@]12CC[C@@H](C)CO2 (some centres undefined)	118	89	104	81	86	165	66	88
CC(=O)C[n+]1ccccc1Sc1ccc(Cl)cc1	109	113	83	101	109	104	61	50
O=S(O)c1ccc(F)cc1	103	112	103	105	96	101	84	95
O=C(/C=C/c1cn(Cc2ccccc2)c2ccccc12)c1cc2ccccc2oc1=O	90	93	96	69	92	103	57	85
CCCOC(=O)c1ccco1	118	107	89	101	108	98	95	107
O=C1OC(=O)c2nc3ccccc3nc21	106	102	100	116	108	97	100	102
CCCCCCOC(=O)N1CCCCC1CCCCC (centres undefined)	103	95	99	94	108	102	82	100
COc1cc(CNC(=O)C[C@H](C)CCC=C(C)C)ccc1OCc1cn(-c2ccc(Cl)cc2Cl)nn1	14	61	39	72	26	69	61	65
Brc1ccc2c3c(cccc13)CC2	117	105	112	92	104	134	72	97
SMILES	RXF 393	ACHN	786-0	IGROV1	SK-OV-3	TK-10	UO-31	SN12C
COc1cc(C(=O)/C=C/c2cc(-c3ccc4c(c3)OCO4)n[nH]2)cc(OC)c1OC	1.1*	43	13	65	61	67	39	26
CC(=O)c1cc(N2CCCC2)ccc1NC(=O)c1cccc(OC(F)(F)F)c1	113	105	107	79	85	112	76	87
O=C1Nc2ccccc2C12Nn1c(CSC(SCc3nnc4n3NC3(O4)C(=O)Nc4ccccc43)c3ccccc3)nnc1O2 (centres undefined)	102	87	97	79	96	185	68	94
O=C(O)C1=NN(c2cccc([N+](=O)[O-])c2)C(=O)C1	118	97	98	110	101	91	75	97
CC(=NCCN=C(C)c1ccccc1O)c1ccccc1O	72	100	98	102	101	95	101	97
N#Cc1c(-c2ccc(Br)cc2)n2c(nc1=O)SC(=O)C2	113	97	109	104	107	x	73	91
COc1ccc(Nc2nc3n[nH]c(Nc4ccccc4)c3c(=O)[nH]2)cc1	122	103	104	94	86	103	70	100
COc1ccc2c(c1)O/C(=C\c1ccccc1O)C2=O	107	108	89	100	109	114	78	94
COc1cc(OC)c(C(=O)/C=C/c2cc3c(cc2OCc2ccccc2)OC(C)(C)CC3)cc1CC=C(C)C	x	68	80	67	79	82	51	48
CN(C)CCC(=O)c1ccc(O)cc1	112	114	108	113	110	106	87	x
O=C1OC(c2ccccc2)(c2ccc3cc(O)ccc3c2)c2ccccc21 (centres undefined)	98	98	106	79	99	103	71	93
N#Cc1cccc(-c2ccc3c(c2)NC(=O)/C3=C\c2ccc[nH]2)c1	73	58	75	34	24	32	66	88
CCCCCc1cc[n+](CC(O)c2ccccc2)cc1 (centres undefined)	109	106	96	96	71	76	90	103
Cc1ccc(NC(=O)c2ccco2)c(C)c1	128	101	91	94	114	97	80	93
CN1C[C@@H]2CN(c3cccc4c3C[C@H](CN(C)[C@H]3CCCc5cccnc53)NC4)C[C@@H]2C1	83	74	70	66	71	70	66	78
C[N+](C)(CCOc1ccccc1)Cc1cccs1	119	102	108	x	115	120	90	105
C=CCn1cc(-c2nc3ccccc3s2)c2cc(-c3ccc4c5c(cccc35)C(=O)N(CCN)C4=O)ccc21	102	97	100	93	103	132	75	95
CC[N+](C)(CC)CC[N+]1(C)Cc2c(Cl)c(Cl)c(Cl)c(Cl)c2C1	86	92	113	x	99	114	75	x
CCCn1cc(-c2nc(Nc3ccc(C(=O)NCCCCNc4cccc5c4C(=O)N(C4CCC(=O)NC4=O)C5=O)cc3)nc3[nH]ccc23)cn1 (centres undefined)	35	76	23	7.4*	25	59	74	12
O=C(O)CCCc1cccc2c1CCCC2	107	100	96	100	103	99	92	103
Nc1cccc(NC(=O)C(=O)Nc2cccc(N)c2)c1	88	86	68	76	117	122	84	89
CNC=O	42	110	102	95	105	101	89	100
Cc1ccc(Cl)cc1NN	99	53	91	x	72	92	35	82
CC1(CO)COC(c2ccc(Cl)cc2)N1 (centres undefined)	112	103	101	105	95	97	91	104
O=c1/c(=C/c2ccc(Cl)cc2Cl)sc2nc(-c3ccccc3)nn12	122	107	103	130	110	106	114	94

7 entries from above, with values under each structure:
Results follow in this order: RXF 393, ACHN, 786-0, IGROV1, SK-OV-3, TK-10, UO-31, SN12C
COc1cc(NC(=O)CN2CCN(c3cc4c(cc3F)c(=O)c(C(=O)O)cn4C3CC3)CC2)cc(OC)c1OC
 : 120, 105, 85, 130, 94, 89, 107, 97
CC(=O)C[n+]1ccccc1Sc1ccc(Cl)cc1
 : 109, 113, 83, 101, 109, 104, 61, 50
COc1ccc(Nc2nc3n[nH]c(Nc4ccccc4)c3c(=O)[nH]2)cc1
 : 122, 103, 104, 94, 86, 103, 70, 100
Cc1cc(C2=NNC(=O)Cc3cc4c(cc32)OCCO4)cc(C)c1N
 : 38, 49, 33, 45, 20, 61, 40, 44
Cc1cc2c3ccc(C)[n+](C)c3ccc2n1C
 : 62, 79, 53, 55, 36, 66, 27, 22
CCCCCCOC(=O)N1CCCCC1CCCCC (centres undefined)
 : 103, 95, 99, 94, 108, 102, 82, 100
Cc1ccc(NC(=O)c2ccco2)c(C)c1
 : 128, 101, 91, 94, 114, 97, 80, 93

(further entries)
SMILES	RXF 393	ACHN	786-0	IGROV1	SK-OV-3	TK-10	UO-31	SN12C
CCCCCCCCN(CC)CC	112	108	105	98	114	131	80	102
COc1ccc2c(CCCC(c3ccccc3)c3ccccc3)c3[n+](cc2c1OC)CCc1cc2c(cc1-3)OCO2	x	12	-19*	5.1*	-13*	-31*	5.5*	-66*
CC1(C)CC[C@]23CC[C@]4(C)[C@H](CC[C@@H]5[C@@]6(C)CC[C@H](N)C(C)(C)[C@@H]6CC[C@]54C)[C@H]2[C@H]1OC3	38	36	-60*	70	101	135	83	79
Cn1c(=O)c2c(nc(Sc3nc(N)cc(=O)[nH]3)n2CC(=O)Nc2ccc(S(N)(=O)=O)cc2)n(C)c1=O	96	103	101	100	111	95	79	104
Cc1ccc[n+](CC(=O)c2ccc(-c3ccccc3)cc2)c1	x	103	102	103	89	113	79	100
CCCCCCCCCCCCOC(=O)OC1CCC2(C)C(=CCC3C2CCC2(C)C(C(C)CCCC(C)C)CCC32)C1 (centres undefined)	128	103	109	108	107	116	89	101
CC(C)C(NC(=O)[C@H](C(C)C)N1C(=O)c2ccccc2C1=O)C(=O)O (some centres undefined)	115	113	104	101	85	82	89	102
CC(=O)OC[C@]12CC[C@@H]([C@@H](C)C(N)=O)[C@@H]1[C@H]1CC[C@@H]3[C@@]4(C)CC[C@H](OC(C)=O)C(C)(C)[C@@H]4CC[C@@]3(C)[C@]1(C)CC2	-65*[100 µM]	-76*[100 µM]	-74*[100 µM]	-71*[100 µM]	-12*[100 µM]	-35*[100 µM]	-98*[100 µM]	-92*[100 µM]
CCCCCCCC(=O)SCC/C=C/[C@@H]1CC(=O)NCc2nc(co2)C2=N[C@@](C)(CS2)C(=O)N[C@@H](C(C)C)C(=O)O1	x	-28*	10	-23*	-13*	-19*	-13*	13
CC(=O)NCCOC(=O)c1ccccc1	122	99	105	116	108	124	82	102
O=C(O)c1ccc(Br)cc1	103	106	96	109	106	117	92	102
Nc1cc2[nH]c(=O)c3ccccc3c2cc1[N+](=O)[O-]	79	60	87	60	84	69	53	61
Cc1cc(C)c2c(Cn3nnc(C(=O)O)c3C)cc(=O)oc2c1	106	100	104	100	102	112	86	92
O=C(Nc1ccc2c(c1)OCCO2)C(=O)c1c[nH]c2ccc(F)cc12	111	113	101	115	101	117	97	83

Profiles, quoted from the list. Screens in order: RXF 393, ACHN, 786-0, IGROV1, SK-OV-3, TK-10, UO-31, SN12C
Listed for CC(=O)NCCOC(=O)c1ccccc1 → 122, 99, 105, 116, 108, 124, 82, 102
Listed for CCCCCCCCN(CC)CC → 112, 108, 105, 98, 114, 131, 80, 102
Listed for CCCCCCCC(=O)SCC/C=C/[C@@H]1CC(=O)NCc2nc(co2)C2=N[C@@](C)(CS2)C(=O)N[C@@H](C(C)C)C(=O)O1 → x, -28*, 10, -23*, -13*, -19*, -13*, 13
Listed for CC1(C)CC[C@]23CC[C@]4(C)[C@H](CC[C@@H]5[C@@]6(C)CC[C@H](N)C(C)(C)[C@@H]6CC[C@]54C)[C@H]2[C@H]1OC3 → 38, 36, -60*, 70, 101, 135, 83, 79
